# BoNT A protease: blocks Botulinum neurotoxin A light chain protease. multiplex microsphere protease substrate cleavage, flow cytometry. inhibition, % at 10 µM. hit rate 0.17% among 360,000; also: plate controls were buffer without enzyme for full effect and enzyme alone for no effect
# PrPC TRFRET: reduces human prion protein on the cell surface. inhibition, % at 13.8 µM. AID 720596. cell surface PrPC, TR-FRET read-out. P04156. hit rate 0.43% among 370,000; in the data active = inhibition above about 24%; also: 0% = median of the test wells and 100% = reference compound wells
# VHR inh abs: blocks human VHR1 dual specificity phosphatase; recombinant VHR phosphatase, pNPP absorbance; hit rate 0.52% among 290,000; inhibition, % at 13.3 µM; in the data active = inhibition above about 50%; also: some compounds called inactive have numbers as strong as hits
# Target sequence (P51452 whole entry, looked up): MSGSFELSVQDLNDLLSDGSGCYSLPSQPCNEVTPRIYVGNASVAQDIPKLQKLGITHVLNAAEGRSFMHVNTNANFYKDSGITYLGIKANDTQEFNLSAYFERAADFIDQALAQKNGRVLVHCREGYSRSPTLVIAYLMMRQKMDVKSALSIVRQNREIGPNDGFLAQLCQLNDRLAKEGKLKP
# SSB-PriA inh: inhibitors of Klebsiella pneumoniae PriA binding to SSB C-terminal tail; AlphaScreen SSBct-PriA binding, biotinylated peptide; inhibition, % at 33 µM; hit rate 0.6% among 430,000; AID 1272365; in the data active = inhibition mostly above about 37%, no sharp cut-off; inactive = mostly below about 20%;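 also: plate controls were negative control peptide for no effect and reference peptide for full effect; strong numbers were not always called active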
# Anthrax LF prot: anthrax lethal factor protease inhibition. P15917. multiplex microsphere protease cleavage assay, LF. inhibition, % at 10 µM. hit rate 0.12% among 360,000. AID 588501; also: plate controls were buffer without enzyme for full effect and enzyme alone for no effect
# Target sequence (P15917 whole entry, looked up): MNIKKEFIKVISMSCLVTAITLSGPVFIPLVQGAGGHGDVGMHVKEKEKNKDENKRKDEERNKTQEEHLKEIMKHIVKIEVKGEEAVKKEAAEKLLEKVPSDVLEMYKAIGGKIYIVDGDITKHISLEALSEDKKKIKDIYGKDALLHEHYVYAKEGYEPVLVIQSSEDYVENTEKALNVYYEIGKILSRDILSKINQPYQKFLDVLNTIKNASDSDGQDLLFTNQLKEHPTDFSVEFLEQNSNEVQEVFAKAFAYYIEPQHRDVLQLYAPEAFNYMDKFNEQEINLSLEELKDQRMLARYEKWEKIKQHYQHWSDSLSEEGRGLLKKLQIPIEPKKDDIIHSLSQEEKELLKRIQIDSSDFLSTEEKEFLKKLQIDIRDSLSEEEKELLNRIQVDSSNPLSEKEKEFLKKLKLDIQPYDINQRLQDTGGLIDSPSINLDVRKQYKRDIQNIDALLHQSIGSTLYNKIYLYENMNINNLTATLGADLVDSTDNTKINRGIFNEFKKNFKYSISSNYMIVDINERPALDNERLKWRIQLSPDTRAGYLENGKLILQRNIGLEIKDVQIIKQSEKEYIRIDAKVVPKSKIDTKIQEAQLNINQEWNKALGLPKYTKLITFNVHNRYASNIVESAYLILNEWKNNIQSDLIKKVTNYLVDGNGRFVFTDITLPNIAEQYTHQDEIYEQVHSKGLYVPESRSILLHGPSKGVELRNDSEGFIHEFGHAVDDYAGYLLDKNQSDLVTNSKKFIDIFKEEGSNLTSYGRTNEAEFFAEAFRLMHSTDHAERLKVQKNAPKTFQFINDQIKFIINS
# Rv3671c protease: inhibitors of M. tuberculosis serine protease Rv3671c; hit rate 0.048% among 320,000; P9WHR9; inhibition, % at 5.96 µM; in the data active = inhibition above about 38%;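 also: extracellular domain of Rv3671c used as enzyme; 0% = enzyme with DMSO and 100% = no enzyme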
# 3CLpro inhibitor: SARS-CoV 3CLpro protease inhibition | hit rate 0.14% among 290,000 | inhibition, % at 6 µM | recombinant SARS-CoV 3CLpro, quenched FRET peptide cleavage | P0C6X7; in the data active = inhibition above about 12%
# MazF activator: activators of E. coli MazEF toxin-antitoxin RNase; hit rate 0.32% among 350,000; FAM/BHQ RNA-DNA oligo cleavage fluorescence, 5 h; AID 504720; P0AE70; activation, % at 20 µM; in the data active = activation above about 50%
# Target sequence (P0AE70 whole entry, looked up): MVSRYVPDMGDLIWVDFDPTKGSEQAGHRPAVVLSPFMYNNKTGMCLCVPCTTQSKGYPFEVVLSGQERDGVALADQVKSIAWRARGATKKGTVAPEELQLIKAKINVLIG
# CCHFV vOTU inh: CCHFV vOTU protease inhibition; Pep-AMC fluorescence; inhibition, % at 11.5 µM; hit rate 0.55% among 370,000; AID 651958; in the data active = inhibition above about 30%; also: 0% = vehicle wells with enzyme and 100% = no enzyme wells
# BoNT F protease: BoNT F light chain protease inhibition; AID 588497; inhibition, % at 10 µM; hit rate 0.22% among 360,000; Multiplex microsphere protease cleavage assay, flow cytometry; in the data active = inhibition above about 35%, passing the limit was not always enough; inconclusive = no clear call, values can overlap the other calls; also: plate controls were buffer without enzyme for full effect and enzyme alone for no effect
# An asterisk follows results filed as active; i = inactive; u = inconclusive; x = no result given. Rule as the data show it, unless noted: active = inhibition above about 30%; inconclusive = no clear call, values can overlap the other calls; inactive = below that.
SMILES,BoNT A protease,PrPC TRFRET,VHR inh abs,SSB-PriA inh,Anthrax LF prot,Rv3671c protease,3CLpro inhibitor,MazF activator,CCHFV vOTU inh,BoNT F protease
COc1ccc(NC(=O)C2CCN(C(=O)c3ccco3)CC2)c(OC)c1,-3.0,-4,8,-14,-15,8,6,10,-7,-31
O=C(CCc1ccc(O)cc1)NNC(=S)NCCc1ccccc1,-0.3,2,-15,1,0,-4,0,2,-5,-9
CCC(C)Cn1cnc2c(SCc3ccccc3F)nc(N)nc21 (centres undefined),-0.1,8,x,5,-8,x,x,-26,10,-1
CCOc1ccc(N2C(=O)CS/C2=C(\C(Cl)=C(Cl)Cl)[N+](=O)[O-])cc1,2.3,x,22,11,-24,13,0,4,x,-10
COc1cccc(/C=C/C(=O)OCC(=O)NC(=O)NC2CCCCC2)c1,-6.5,4,x,-4,-3,-3,x,-1,-2,-4
O=C(N=C1SC2CS(=O)(=O)CC2N1CCc1ccccc1)C1CC1 (centres undefined),-0.2,-3,20,-20,2,0,2,7,-5,3
CNc1ccc(C(=O)N2CCN(S(=O)(=O)c3ccc4c(c3)OCCCO4)CC2)cc1[N+](=O)[O-],-0.3,-2,14,-2,0,0,3,-4,20,5
COC(=O)c1cccc(NC(=O)c2ccc3c(c2)C(=O)N(C(C)(C)C)C3=O)c1,4.2,11,30,-14,-19,-4,0,-4,4,u
Cc1ccccc1-c1nc(CS(=O)(=O)CC(=O)NCCN2CCOCC2)c(C)o1,-0.4,3,24,-6,-8,15,1,5,3,2
CSCC[C@H](NC(=O)[C@@H]1CSC2c3ccccc3C(=O)N21)C(=O)NC1CCCC1 (some centres undefined),0.9,2,12,-14,1,10,-2,5,-4,2
Cc1ccc(C(=O)OCC(=O)Nc2ccc(Cl)cn2)cc1S(=O)(=O)N1CCOCC1,-33,7,x,-21,-7,x,x,-6,17,-47
CNC(=O)Nc1cccc(-c2cc(-c3c(Cl)cccc3Cl)no2)c1,-0.2,8,27,0,1,-38,3,21,-3,4
Cc1cc2c(c(=O)o1)C1(C(=O)N(C)c3ccccc31)C(C#N)=C(N)O2 (centres undefined),0.5,-6,24,0,-1,2,-5,0,-17,4
CC(C)OC(=O)CC1C(=O)NCCN1C(=S)NC(=O)c1ccc(F)cc1 (centres undefined),-0.3,-3,26,-12,1,-24,-6,3,7,-5
O=C(CN1CCN(S(=O)(=O)c2ccccc2)CC1)Nc1ccc(N2CCOCC2)cc1,-0.1,6,-2,-5,-6,-7,-5,5,-14,-13
Cc1occc1C(=O)O/N=C(\N)c1ccccc1,-5.2,-5,0,i,u,-6,3,5,-10,-17
Cc1cc2oc(=O)cc(Cn3ccnc3)c2cc1Cl,-0.6,-2,-5,-1,-8,-8,-6,0,1,u
O=C(c1cc2ccccc2o1)n1nnc2ccccc21,0.5,-6,25,6,0,0,-2,3,2,-12
COc1ccccc1NC(=S)c1ccccc1,-0.2,0,-8,-14,-2,1,1,0,-5,1
Cc1cc(C)n(CC(=O)NNC(=O)CCCOc2ccc(Cl)cc2C)n1,1.0,2,0,3,3,1,-4,3,-2,4
CCn1ccnc1CN(C)Cc1c(C(=O)N2C[C@@H](C)O[C@@H](C)C2)nc2ccc(Cl)cn12,0.3,-5,15,-3,-1,x,-1,5,-7,-7
O=C(NC1CCCC1)C1CCN(C(=O)NCc2ccccc2)CC1,-1.8,1,54*,-9,1,6,-2,3,1,-6
OCCNCCSc1nc(C2CCCCC2)n(-c2ccccc2Cl)n1,-0.3,-10,4,1,-4,5,3,7,-15,-4
CC(C)C[C@]1(c2ccccc2)ON(c2ccccc2C(F)(F)F)C1=O,-0.3,4,x,-14,0,-1,x,-1,1,0
COCCNCc1ccc(Cl)cc1Cl,-0.4,8,1,-3,-2,-3,2,-8,14,-5
CN(C(=O)c1cc(Cl)c2c(c1)OCCO2)c1c(N)n(Cc2ccccc2)c(=O)[nH]c1=O,0.4,-3,x,-15,-4,x,x,3,-8,-4
CCn1c(C)cc(C)c(C#N)c1=O,-0.9,5,8,6,-4,-5,4,-20,-20,-4
CSc1cccc(NC(=S)N(CCN(C)C)C(C)c2ccccn2)c1 (centres undefined),0.5,13,36,-2,-1,-2,4,-4,0,4
COc1ccc2c(c1)NP(=S)(Oc1ccccc1)N2 (centres undefined),-1.8,4,34,17,5,0,-2,-6,4,-16
COc1ccccc1/C=C/C(=O)NC(=S)N1CCOCC1,-0.1,2,-9,4,2,8,2,1,3,-1
CCN(CC(=O)Nc1ccc(NC(C)=O)cc1)C(=O)C1COc2ccccc2O1 (centres undefined),0.3,-1,-14,8,0,-3,1,-3,2,1
COCCNC(=O)CSc1nnc(-c2ccc(C)cc2)c(-c2ccc(C)cc2)n1,0.2,-12,26,16,-4,-6,3,17,11,-7
O=c1nc(-c2ccccc2)n(-c2ccccc2)[nH]1,0.0,0,-5,-12,1,-1,-4,5,-3,-1
O=C(Nc1ccc(Cl)cc1)Nc1ccc(Cl)c(Cl)c1,x,8,x,0,x,-61,x,3,-2,x
O=[N+]([O-])c1cc(/C=N/O)ccc1N1CCCC1,0.2,-43,2,x,-1,-6,4,7,16,-5
O=C(NCc1n[nH]c(=S)n1-c1ccc([N+](=O)[O-])cc1)c1ccc(S(=O)(=O)N2CCOCC2)cc1,0.1,-11,22,9,0,4,3,4,-14,3
CC1(C(=O)NS(=O)(=O)c2ccccc2Cl)CCN1C(=O)Cc1cccc2ccccc12 (centres undefined),-0.5,-1,x,x,8,x,x,x,18,2
O=C(NNC(=O)c1cc2ccccc2o1)c1ccc(Cl)cc1,2.1,5,-7,-10,10,-3,2,-4,-17,16
CCOC(=O)C1CCN(C(=O)CC(NS(=O)(=O)c2ccc(OC)cc2)C(C)C)CC1 (centres undefined),-0.3,x,8,-6,2,-4,2,1,x,0
COc1ccc(C(=O)NC2CCN(C(=O)NC3CCCCC3)CC2)cc1,-0.1,1,25,-8,1,4,4,6,5,-2

# In another format: 7 of the compounds above.
SMILES	BoNT A protease	PrPC TRFRET	VHR inh abs	SSB-PriA inh	Anthrax LF prot	Rv3671c protease	3CLpro inhibitor	MazF activator	CCHFV vOTU inh	BoNT F protease
CSc1cccc(NC(=S)N(CCN(C)C)C(C)c2ccccn2)c1 (centres undefined)	0.5	13	36	-2	-1	-2	4	-4	0	4
COc1ccc2c(c1)NP(=S)(Oc1ccccc1)N2 (centres undefined)	-1.8	4	34	17	5	0	-2	-6	4	-16
COc1ccccc1/C=C/C(=O)NC(=S)N1CCOCC1	-0.1	2	-9	4	2	8	2	1	3	-1
CCN(CC(=O)Nc1ccc(NC(C)=O)cc1)C(=O)C1COc2ccccc2O1 (centres undefined)	0.3	-1	-14	8	0	-3	1	-3	2	1
COCCNC(=O)CSc1nnc(-c2ccc(C)cc2)c(-c2ccc(C)cc2)n1	0.2	-12	26	16	-4	-6	3	17	11	-7
O=c1nc(-c2ccccc2)n(-c2ccccc2)[nH]1	0.0	0	-5	-12	1	-1	-4	5	-3	-1
O=C(Nc1ccc(Cl)cc1)Nc1ccc(Cl)c(Cl)c1	x	8	x	0	x	-61	x	3	-2	x

# Later entries.
SMILES,BoNT A protease,PrPC TRFRET,VHR inh abs,SSB-PriA inh,Anthrax LF prot,Rv3671c protease,3CLpro inhibitor,MazF activator,CCHFV vOTU inh,BoNT F protease
FC(F)(F)c1ccc(Oc2ccc3cc(Br)ccc3c2)nc1,-0.7,-6,-2,-7,0,1,5,-3,-2,-2
O=C(c1ccc(Br)cc1)N1CCN(c2ncccn2)CC1,-0.3,3,x,-3,0,4,x,4,-7,2
O=C(NCc1nc2ccccc2[nH]1)C1=C[C@H](c2ccc3c(c2)OCO3)C[C@H](OCCCCO)O1,0.4,1,7,12,6,-8,-1,3,-1,5
COC(=O)c1c(-c2ccc(OC)cc2)sc2ccc(OC)cc12,0.1,2,x,-48,-9,-9,x,1,7,-20
CCCCC(C(=O)NC1CCCC1)N(Cc1ccccc1)C(=O)c1snc(C(N)=O)c1N (centres undefined),-0.7,-2,7,-7,6,8,4,10,9,-8
COc1cccc(NC(=S)N(CCc2ccc(OC)c(OC)c2)Cc2ccccn2)c1,-1.1,4,-2,-3,2,-1,-2,-7,9,-4
Cc1ccc(OCC(O)CN2C(=O)NC(C)(C)C2=O)c(C)c1 (centres undefined),0.6,-1,19,-5,-2,5,-8,8,2,1
Cc1ccc(NC(=O)CCc2nnc3ccc(NCc4ccco4)nn23)cc1,2.8,-4,8,8,-1,-8,-3,8,14,4
COc1ccc(N2CCN(Cc3cc(=O)oc4cc(C)c(Cl)c(C)c34)CC2)cc1,-0.4,3,-2,25,-3,-4,3,-11,-1,-4
O=C(O)COc1ccc(/C=N/n2cnc3scc(-c4cccs4)c3c2=O)cc1,0.4,-8,-4,x,0,-3,-7,-1,23,-2
CC(Sc1nnc(C(F)(F)F)n1C)C(=O)Nc1ccc(S(N)(=O)=O)cc1 (centres undefined),-1.7,-7,36,-4,-5,4,0,2,-12,-9
Cc1ccc(NC(=O)N2CCc3ccccc32)cc1C,-1.6,7,4,-4,-3,7,0,3,-4,-10
CC[C@]12c3[nH]c4ccc(Cl)cc4c3CCN1C(=O)[C@@H](CC(=O)NC/C=C(\C)CCC=C(C)C)C[C@@H]2C(=O)N1CCN(C(=O)C2CC2)CC1,0.5,8,x,-11,-1,x,x,1,18,-2
COc1ccc(N2C(=O)CSC23C(=O)Nc2ccccc23)cc1OC (centres undefined),-0.1,7,11,8,-1,5,2,1,-1,-2
OCC(O)/C=N/Nc1nc2ccccc2s1 (centres undefined),-0.8,-2,27,x,0,8,0,2,1,-4
Cc1cc(C)c(N=C2C(=O)Nc3ccccc32)c(C)c1,-2.9,3,2,8,-12,-15,-1,11,5,-15
CCC(C)[C@H](N)c1nnc(SCC(=O)c2ccc(Cl)cc2)o1 (some centres undefined),5.3,9,3,-9,0,-3,-4,-3,7,1
CC(C)N1CCC(C)(C(=O)Nc2cccc(Oc3ccccc3)c2)C1 (centres undefined),0.3,-7,x,x,-1,x,x,x,-16,3
COc1ccc(N(C(=O)c2ccco2)C(C(=O)NC2CCCC2)c2ccc(N(C)C)cc2)cc1OC (centres undefined),-0.3,3,-5,-3,-3,6,-9,-2,2,4
CSc1ccc(CNc2ccc(C)c(C)c2)cc1,-1.9,3,20,36,-6,12,-1,-6,5,-19
CN=c1scc(-c2ccc(Br)cc2)n1C,-0.8,-11,-12,2,1,-1,-5,-4,16,-27
Cc1ccc(C)c(N(C(=O)c2csnn2)C(C(=O)NC2CCCC2)c2cccnc2)c1 (centres undefined),-1.4,-6,8,-14,1,6,1,-13,-6,-5
Cc1ccc(C(=O)Nc2ccn(C)n2)cc1,0.6,-1,x,-9,-2,-4,x,8,1,-6
NC(=O)C1c2ccccc2CSc2ccccc21 (centres undefined),-0.3,5,24,-1,0,0,2,-1,3,2
CC(C)c1cc(=O)n2c(nc3ccccc32)[nH]1,x,3,8,-37,x,4,-3,1,-32,x
CNc1cc(-c2ccc(CC#N)cc2)ncn1,0.6,13,x,x,4,x,x,x,1,6
COc1ccc(CNC(=O)OC23CN(C(=O)OC(C)C)N(C(=O)OC(C)C)CC2(O)CN(S(=O)(=O)c2ccc(C)cc2)C3)cc1OC (centres undefined),-0.5,0,x,x,0,x,x,8,27,1
O=C(OCc1c(-c2ccccc2)ncc2ccccc12)c1cccc(Br)c1,-0.4,-8,x,6,4,-3,x,-10,-6,-1
CS(=O)(=O)N(CC(=O)NCCSCc1ccccc1)c1ccccc1F,-0.9,2,25,-20,5,-3,-4,18,-13,6
Cc1c(C(=O)O)cccc1-c1ccc(C=O)o1,0.5,6,-2,-21,1,4,6,3,36*,-1
O=C(CCSCCC(=O)NCc1ccccc1)NCc1ccccc1,-0.9,-4,12,-4,-5,-1,1,-8,6,-4
COC(=O)C1=NNC2C(=O)N(c3ccc(C)cc3)C(=O)C12 (centres undefined),0.0,-5,13,-4,-3,-6,0,5,4,-3
CSc1ccccc1NC(=O)c1cc(-c2cccs2)on1,u,-5,24,-9,-1,-3,1,-4,11,2
O=C(CN1CCN(c2ccccn2)CC1)Nc1ccccc1,0.6,-3,-10,-6,1,3,6,10,-3,5

# Compound activity as filed in PubChem BioAssay.

# Only part of the results is shown, so the mix of outcomes need not match the whole.
